Abeta yeast res – qHTS for compounds that reverse cellular toxicity of Amyloid beta (A-beta) peptide in yeast: Primary Screen. yeast expressing A-beta42, growth rescue, OD600, 48 h; response scale: 0% DMSO, 100% iron-clioquinol control. Potency, µM (titrated, usually from 46.1 µM), for inactives: at the top dose growth rescue, most hits filed as activators. 410,000 compounds, 0.063% hits. AID 1347071, 2019; note: potency is the fitted concentration of half-maximal effect; nearly all actives have a fitted effect of over 55% in size
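Growth rescue measured by 600 nm absorbance after 48 h yeast culture at 30 C with compound. Values normalized between DMSO and an equimolar ferric chloride plus clioquinol control.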
EPAC1 ag – qHTS for Agonist of cAMP-regulated guanine nucleotide exchange factor 3 (EPAC1): primary screen. EPAC1 agonist qHTS, biochemical assay; response scale: 100% = response to 6.5 mM cAMP. 360,000 compounds, 0.073% hits. AID 720707, 2013. Rap guanine nucleotide exchange factor 3 (Homo sapiens), O95398. Potency, µM (doses to about 154 µM), without a hit: at the highest dose activation, actives largely listed as activators; note: potency is the fitted concentration of half-maximal effect; nearly all actives have a fitted effect of over 60% in size
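Read-out is the fluorescence drop as BODIPY-GDP leaves Rap1B (480 nm excitation, 540 nm emission), recorded every 5 minutes over 30 minutes. Reactions held 100 nM EPAC1, 250 nM Rap1B–BODIPY-GDP and 50 uM GDP, with 6.5 mM cAMP setting full activation.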
aSyn rescue – qHTS of alpha-syn Inhibitors; Potency, µM (series often up to 46.1 µM), for inactives: at the top dose growth rescue (activation), usual class: activators; 370,000 compounds, 0.14% hits; Yeast expressing alpha-synuclein, growth rescue, BacTiter-Glo, 24 h; note: potency is the fitted concentration of half-maximal effect; % of control where 0% means no effect; nearly all actives have a fitted effect of over 65% in size
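Screening used galactose-induced yeast with toxic alpha-synuclein levels, exposed to compound for 24 hr at 30 deg C. Cell growth, read with BacTiter-Glo luminescence, gave the measured signal.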
PLK1 PBD inh – qHTS for Inhibitors of PLK1-PDB (polo-like kinase 1 - polo-box domain): Primary Screen | Plk1 PBD binding of FITC phosphopeptide, fluorescence polarization | 360,000 compounds, 2.8% hits | Potency, µM, without a hit: max response, negative = inhibition, most hits filed as inhibitors; note: potency is the fitted concentration of half-maximal effect; series mostly up to about 57 µM; % is set by controls: 0 for no effect and ±100 for the full control effect; nearly all actives have a fitted effect of over 65% in size
Target sequence (P53350 whole entry, looked up, the tested form may be a part): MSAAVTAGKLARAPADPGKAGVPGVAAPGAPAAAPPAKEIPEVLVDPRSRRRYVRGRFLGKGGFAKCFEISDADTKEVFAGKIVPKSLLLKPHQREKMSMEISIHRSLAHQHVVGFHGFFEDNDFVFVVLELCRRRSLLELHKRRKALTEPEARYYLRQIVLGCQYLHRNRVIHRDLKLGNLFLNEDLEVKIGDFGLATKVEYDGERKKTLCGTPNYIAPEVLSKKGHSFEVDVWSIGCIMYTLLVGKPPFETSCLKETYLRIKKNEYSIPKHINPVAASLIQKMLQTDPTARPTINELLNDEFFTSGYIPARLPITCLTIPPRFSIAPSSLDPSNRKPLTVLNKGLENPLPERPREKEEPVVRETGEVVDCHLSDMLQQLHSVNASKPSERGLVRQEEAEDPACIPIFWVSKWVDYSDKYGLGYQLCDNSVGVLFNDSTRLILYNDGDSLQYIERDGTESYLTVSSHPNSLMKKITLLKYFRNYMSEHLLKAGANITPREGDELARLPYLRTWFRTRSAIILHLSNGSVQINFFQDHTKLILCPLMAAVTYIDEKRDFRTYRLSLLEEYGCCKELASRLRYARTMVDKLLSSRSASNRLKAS
PI5P4Ka inh – qHTS for Inhibitors of phosphatidylinositol 5-phosphate 4-kinase (PI5P4K); PI5P4Kalpha enzyme, ADP-Glo luminescence, 60 min; hits give low values; max response, %; AID 652105, 2013; 330,000 compounds, 1.2% hits; Phosphatidylinositol 5-phosphate 4-kinase type-2 alpha (Homo sapiens), P48426; active = max response of -50% or lower; inconclusive = between -30% and -50%; inactive = -30% or higher; note: value at the top dose of about 77 µM; % is set by controls: 0 for no effect and ±100 for the full control effect
Target sequence (P48426 whole entry, looked up): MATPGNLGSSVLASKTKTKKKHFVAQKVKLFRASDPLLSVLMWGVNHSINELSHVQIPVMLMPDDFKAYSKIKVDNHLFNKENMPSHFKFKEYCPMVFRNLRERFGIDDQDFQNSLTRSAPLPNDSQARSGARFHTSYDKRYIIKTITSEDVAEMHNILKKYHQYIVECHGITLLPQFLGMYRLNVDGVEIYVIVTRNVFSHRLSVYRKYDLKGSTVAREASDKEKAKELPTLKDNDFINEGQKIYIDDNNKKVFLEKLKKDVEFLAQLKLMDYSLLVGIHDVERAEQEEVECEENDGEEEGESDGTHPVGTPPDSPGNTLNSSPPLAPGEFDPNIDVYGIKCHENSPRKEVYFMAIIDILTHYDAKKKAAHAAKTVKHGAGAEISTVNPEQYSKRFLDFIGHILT
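Controls without substrate or without enzyme flank wells where PI5P4Kalpha converts substrate using 5 microM ATP (final). Incubation lasts 60 minutes at room temperature; ADP formed is read by ADP-Glo luminescence.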
IL-2 act – qHTS of IL-2 Activators. IL-2 activation reporter assay, cell-based qHTS; stimulated with anti-CD3/CD4/CD28 beads; in transgenic mouse T cells. activation, % (series mostly up to about 46 µM). 360,000 compounds, 0.065% hits. AID 652025, 2013; in the data active = activation above about 50%; inconclusive = mostly about 30% to 49%; note: 0% is about no effect
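EGFP and DsRed fluorescence is measured by plate cytometry in unstimulated transgenic mouse T cells exposed to compound for 60 minutes, then stimulated 18 hours at 37 degrees C with anti-CD3/anti-CD4 beads plus anti-CD28.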
FUS yeast rescue – qHTS for Suppressors of FUS Proteinopathy: Primary screen using FUS-linked yeast assay; AID 1347120, 2019; Potency, µM (doses to about 76.6 µM), for inactives: at the top dose growth rescue (activation), hits mostly activators; S. cerevisiae FUS-expressing, growth rescue, OD600, 24 h; 390,000 compounds, 0.24% hits;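 note: potency is the fitted concentration of half-maximal effect; plate controls were DMSO vehicle for no effect and reference control for full effect; nearly all actives have a fitted effect of over 55% in size; some results filed as inactive show a strong effect at the top dose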
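Galactose (2%) drives FUS expression in yeast precultured in raffinose; seeding density OD 0.005. Test compounds incubated 24hr at 30C and 99% humidity before absorbance at 600 nm was measured.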
EPAC1 antagonist – qHTS for Antagonist of cAMP-regulated guanine nucleotide exchange factor 3 (EPAC1): primary screen. Rap guanine nucleotide exchange factor 3 (Homo sapiens), O95398. EPAC1 GEF assay, Rap1b-BODIPY-GDP exchange fluorescence. Potency, µM (series often up to 115 µM), for inactives: at the top dose activity change, negative = inhibition, most hits filed as inhibitors. 360,000 compounds, 0.14% hits. AID 720709, 2013;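 note: potency is the fitted concentration of half-maximal effect; plate controls were vehicle for no effect and positive control for full effect; nearly all actives have a fitted effect of over 50% in size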
WRN helicase inh – qHTS for Inhibitors of WRN Helicase | WRN helicase unwinding, fluorescent forked duplex, kinetic | 360,000 compounds, 0.46% hits | AID 651768, 2012 | Potency, µM (doses to about 114 µM), for the others: at the highest dose activity change, negative = inhibition, most hits filed as inhibitors | Bifunctional 3'-5' exonuclease/ATP-dependent helicase WRN (Homo sapiens), Q14191; note: potency is the fitted concentration of half-maximal effect; % is set by controls: 0 for no effect and ±100 for the full control effect; nearly all actives have a fitted effect of over 55% in size
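Screening of the MLSMR collection measured strand separation of a quenched forked DNA duplex (100 nM) by 20 nM WRN with 2 mM ATP, all final. Compounds were preincubated with enzyme 15 min at room temperature.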
An asterisk follows results filed as active; u = inconclusive; x = not tested or not shown; & = joins results of further samples; [ ] = dose if it differs, or a comment. Unless noted, calls come from the whole dose curve; as a rule, active = well fitted curve in the direction sought with a large enough effect; inconclusive = small, poorly fitted or top-dose-only effect, or another doubt; inactive = no such curve, though single readings can be large; an effect the other way counts as inactive or inconclusive.

item	SMILES	EPAC1 antagonist	IL-2 act	PLK1 PBD inh	FUS yeast rescue	EPAC1 ag	WRN helicase inh	PI5P4Ka inh	Abeta yeast res	aSyn rescue
1	CCCC1(CCC)C(=O)NC(=NCCc2ccc(OC)c(OC)c2)NC1=O	-16%	3.8	-8%	0%	4%	-21%[57.1 µM]	4	0%	-2%
2	O=C1c2ccccc2NC(c2cnc3ccccc3n2)N1O (configuration not stated)	5%	-0.1	-10%	6%	0%	10%	-7	-26%	-3%
3	COc1ccc(Cl)cc1NC(=O)c1cc(-c2ccccc2O)n[nH]1	-2%	-4.6	-7%	x	10%	-23%	9	-7%	-6%
4	COc1nc(C)nc(NC(=O)NS(=O)(=O)c2ccc(C)cc2)n1	-20%	-0.7	-15%	11%	3%	2%	11	-3%	3%
5	CC(/C=C/c1cccs1)=C\C(=O)O	1%	-0.1	u	24%	0%	-7%	-3	-27%	-10%
6	O=C(N/N=C/c1c(O)ccc2ccccc12)c1cccnc1	u	0.8	25%	11%	14%	0%	2	-23%	-1%
7	Cc1cc2cc(CN3C(=O)c4ccccc4C3=O)ccc2[nH]1	8%	-0.7	5%	10%	-1%	-4%	0	7%	-1%
8	COc1cc(/C=N/NC(=O)CCc2n[nH]c(=O)[nH]c2=O)cc(OC)c1OC	3%	-0.2	-3%	x	-8%	u	-7	16%	0%
9	O=Cc1ccc2ccc3cccnc3c2n1	-8%	-0.4	-5%	6%	4%	-2%	-19	-72%[inhibitor]	u
10	Cc1ccc(NS(=O)(=O)c2ccc3c(c2)C(=O)c2ccccc2C3=O)c(C)c1	-12%	-1.9	0%	-5%	-6%	-15%	0	-8%	3%
11	CC(C)CCNC(=O)c1ccc2c(c1)ncn2C1CCCCC1	2%	0.9	0%	18%	-1%	0%	x	11%	-6%
12	COc1ccccc1C(O)c1nccn1C (configuration not stated)	9%	-2.4	1%	-20%	-4%	1%	-7	-12%	9%&-1%
13	Cc1nc(-c2ccc(Cl)cc2)sc1C1(C)CC(c2ccc(Br)cc2)=NO1 (configuration not stated)	-1%	1.5	-6%	18%	5%	-6%	6	-2%	5%
14	COc1cc(CC(=O)N(CC(C)C)C2CCS(=O)(=O)C2)cc(OC)c1OC (configuration not stated)	5%	-2.6	-3%	x	6%	-18%	-1	3%	-1%
15	O=C(Nc1cc(C(F)(F)F)ccc1F)C1CCCC1	0%	-1.1	-3%	-6%	4%	-2%	x	3%	0%
16	Nc1ccc2[nH]c(=S)[nH]c2c1	8%	-0.5	u	5%	-5%	-5%	-3	-2%	6%
17	O=C(Nc1ccc(C(=O)O)cc1)/C(=C\C=C\c1ccccc1)NC(=O)c1cccc(Br)c1	u	-2.4	u	44%	-1%	-12%	7	2%	2%
18	O=[N+]([O-])c1ccc(NCCCN2CCOCC2)c([N+](=O)[O-])c1	0%	0.4	-12%	-4%	0%	5%	-3	3%	0%
19	O=C(Nc1ccc(Cl)cc1)c1ccc2sc([C@@H]3O[C@H](CO)[C@H](O)[C@H](O)[C@H]3O)nc2c1	3%	-0.4	-1%	-7%	2%	-4%	8	-10%	3%
20	COc1ccccc1OCCSc1nc2ccccc2c(=O)[nH]1	7%	-1.1	0%	-5%	-2%	-15%	x	7%	3%
21	COc1ccccc1NC(=O)CSCc1ccc([N+](=O)[O-])cc1	13%	0.5	-20%	7%	-3%	-9%	-5	-1%	19%
22	O=S(=O)(c1ccccc1)c1nc(-c2ccc(F)cc2)oc1N1CCOCC1	-1%	-1.2	-9%	-3%&-15%	2%	3%	-6	4%&6%	0%
23	Cc1cc(C(=O)NNC(=O)c2ccc(S(=O)(=O)N(C)C)cc2)c(C)o1	9%	-1.7	0%	-1%	7%	-3%	3	3%	0%
24	Cc1ccc2cccc(SCC(=O)NCc3ccco3)c2n1	-28%	-3.1	-7%	3%	6%	6%	4	-10%	-5%
25	CN1C(=O)/C(=C/c2ccc(OCc3cccc(F)c3)cc2)NC1=S	0%	0.7	-9%	10%	13%	-32%	1	-17%	1%

item	SMILES	EPAC1 antagonist	IL-2 act	PLK1 PBD inh	FUS yeast rescue	EPAC1 ag	WRN helicase inh	PI5P4Ka inh	Abeta yeast res	aSyn rescue
26	O=C(Nc1cc([N+](=O)[O-])ccc1Cl)C1CC1	-5%	-0.2	1%	x	-3%	-2%	7	23%	1%
27	Cc1noc(C)c1CN(C(=S)NC1CC2CCC1C2)c1ccccc1 (configuration not stated)	-2%	-5.8	-1%	-8%	0%	1%	32	0%	-15%
28	Cc1ccc(-n2nc3c(c2NC(=O)c2ccco2)CS(=O)(=O)C3)cc1	11%	-1.2	-5%	26%	-14%	-6%	0	-7%	u
29	COc1ccc(Cl)cc1S(=O)(=O)Nc1ccncc1	5%	0.7	5%	6%	3%	-1%	0	-5%	0%
30	CCOC(=O)c1c(C)[nH]c(-c2csc(C)n2)c1C	3%	-0.4	-19%	-1%	-7%	-4%	-4	6%	3%
31	COc1ccc(C)cc1NC(=O)CN1C(=O)COc2ccc(S(=O)(=O)N3CCOCC3)cc21	22%	-1.9	-1%	13%&14%	-6%	4%[57.1 µM]	-1	-1%&-12%	1%
32	COc1ccc(C(=O)Nc2ccccc2-c2ccccc2)cc1Cl	-5%	-2.1	-3%	7%	2%	-16%	10	-9%	12%
33	S=C(NCc1ccccc1)NC1CCCCC1	5%	1.6	2%	15%	10%	-6%	-1	u	-3%
34	CC(CNC(=O)CN(C)CC(=O)Nc1ccccc1Br)c1ccccc1 (configuration not stated)	6%	0.1	2%	11%	-10%	-4%	5	24%	4%
35	Cc1ccc(NC(=O)CN(C)C(=O)c2ccc(Sc3nncn3C)c([N+](=O)[O-])c2)cc1	-6%	-0.6	-13%	7%	3%	-2%	-2	4%	1%
36	CC1(C)CC(=O)C2=C(C1)N(Cc1ccco1)C(=O)NC2(C(F)(F)F)C(F)(F)F	9%	-2.2	-5%	-9%	6%	-4%[57.1 µM]	x	-20%	11%
37	CS(=O)(=O)c1ccc2nc(NC(=O)C3CC3)sc2c1	-16%	-0.8	-6%	0%	-5%	-2%	u	9%	0%
38	CCn1nc(C)c(Br)c1-c1nc(-c2ccc(C)cc2)no1	13%	-0.9	6%	-10%	0%	-2%	2	-9%	5%
39	COc1ccc(Br)cc1CN1CCN(C(=O)c2cccc(F)c2)CC1	-21%	-0.5	-10%	8%	13%	-12%	-6	-26%	-4%
40	CC(C)(C)c1ccc(C(=O)NC(=S)N2CCCC2)cc1	-11%	-1.0	-9%	22%	5%	2%	1	u	-13%
41	CC1(CCCN2C(=O)c3ccccc3C2=O)OCCO1	12%	-3.4	-7%	-14%	7%	1%	-2	-17%	-1%
42	Cc1cc2n(n1)SC(Nc1ccccc1)N2 (configuration not stated)	-1%	-0.1	-3%	-1%	-5%	3%	-3	9%	1%
43	COc1ccc(N/C(=N\c2nc(C)cc(C)n2)NC(C)=O)cc1OC	16%	-2.6	-12%	17%	5%	8%	3	-13%	-12%
44	O=C(NC(n1ccc(=O)[nH]c1=O)C(Cl)(Cl)Cl)C12CC3CC(CC(C3)C1)C2 (configuration not stated)	-16%	-1.3	-3%	38%	-4%	2%	5	-10%	-7%
45	O=C1c2ccccc2C(=O)N1CNc1ccccc1	8%	-3.9	0%	4%	-5%	1%	-1	1%	3%
46	CN(C)S(=O)(=O)N1CCC(CO)(Cc2cccc(C(F)(F)F)c2)CC1	8%	-4.9	-20%	-11%	-5%	1%	6	-7%	3%
47	Cc1cccc2sc(N(CCCN(C)C)C(=O)c3ccc(C(=O)c4ccccc4)cc3)nc12	-12%	-3.8	u	17%&42%	0%	-9%	5	19%	u
48	CCc1nn(C(C)C(=O)NCCc2ccc(OC)c(OC)c2)c(=O)c2cc3occc3n12 (configuration not stated)	4%	-0.4	-2%	20%	-4%	-5%	3	-2%	2%
49	CCc1ccc(S(=O)(=O)Nc2ccc(-c3ccc4nncn4n3)cc2)s1	-10%	-0.7	2%	15%	3%	-19%	5	3%	7%
50	CCCOc1ccc(C(=O)Nc2ccc(S(=O)(=O)N3C[C@@H]4C[C@@H](C3)c3cccc(=O)n3C4)cc2)cc1	3%	-0.5	10%	42%	-19%	-11%	-4	-12%	7%
51	CCOc1ccccc1C(=O)Nc1cnn(Cc2ccc(F)cc2)c1	-1%	-0.6	-5%	17%	3%	-2%	-2	8%	4%
52	Cc1c(C(=O)NNC(=O)c2cccnc2)cccc1[N+](=O)[O-]	-10%	0.1	-12%	-8%	-4%	-2%	-1	3%	-2%

A second format for some results above.
(38) CCn1nc(C)c(Br)c1-c1nc(-c2ccc(C)cc2)no1
- EPAC1 antagonist = 13%
- IL-2 act = -0.9
- PLK1 PBD inh = 6%
- FUS yeast rescue = -10%
- EPAC1 ag = 0%
- WRN helicase inh = -2%
- PI5P4Ka inh = 2
- Abeta yeast res = -9%
- aSyn rescue = 5%

(39) COc1ccc(Br)cc1CN1CCN(C(=O)c2cccc(F)c2)CC1
- EPAC1 antagonist = -21%
- IL-2 act = -0.5
- PLK1 PBD inh = -10%
- FUS yeast rescue = 8%
- EPAC1 ag = 13%
- WRN helicase inh = -12%
- PI5P4Ka inh = -6
- Abeta yeast res = -26%
- aSyn rescue = -4%

Screens: PubChem, National Center for Advancing Translational Sciences (NCATS)
